Screening data (PubChem)
BioA inh – BioA (M. tuberculosis) enzyme inhibition; purified M. tuberculosis BioA enzyme, plate reader; inhibition, % at 9.99 µM; 0.096% of 360,000 active; AID 602481; in the data active means inhibition above about 40%; inconclusive means no clear call, values can overlap the other calls
DUSP3 inh – inhibitors of human VHR1 phosphatase (DUSP3); AID 1654; 0.52% of 290,000 active; recombinant VHR phosphatase, pNPP absorbance; P51452; inhibition, % at 13.3 µM; in the data active means inhibition above about 50%; further: some compounds called inactive have numbers as strong as hits
Target sequence (P51452 whole entry, looked up): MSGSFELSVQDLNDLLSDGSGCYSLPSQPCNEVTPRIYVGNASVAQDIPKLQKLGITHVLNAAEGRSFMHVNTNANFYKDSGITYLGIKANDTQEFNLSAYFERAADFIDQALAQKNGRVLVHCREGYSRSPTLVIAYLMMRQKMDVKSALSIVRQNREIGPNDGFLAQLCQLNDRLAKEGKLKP
CCHF vOTU inh – blocks the CCHF virus ovarian tumor domain protease; CCHFV vOTU protease, Pep-AMC fluorescence; inhibition, % at 11.5 µM; 0.55% of 370,000 active; AID 651958; further: 0% = vehicle wells with enzyme and 100% = no enzyme wells
UGM FP inh – blocks M. tuberculosis UGM enzyme. P9WIQ1. purified UGM, fluorescence polarization probe displacement. inhibition, % at 10 µM. 0.06% of 320,000 active. AID 504406; in the data active means inhibition above about 10%, passing the limit was not always enough; inconclusive means no clear call, values can overlap the other calls
GDH-TPI inh – inhibits GDH-TPI coupling enzymes, artifact for Mtb FBA screen; GDH-TPI coupled enzyme counterscreen, NADH absorbance; inhibition, % at 4.8 µM; 1.2% of 360,000 active;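 further: 0% = DMSO wells and 100% = wells lacking the enzyme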
FBA Mtb inh – inhibitors of M. tuberculosis fructose-bisphosphate aldolase; P9WQA3; purified M. tuberculosis FBA, fluorescence read-out; inhibition, % at 1 µM; 2.3% of 360,000 active; in the data active means inhibition above about 27%;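 further: 0% = vehicle and 100% = reference inhibitor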
Target sequence (P9WQA3 whole entry, looked up): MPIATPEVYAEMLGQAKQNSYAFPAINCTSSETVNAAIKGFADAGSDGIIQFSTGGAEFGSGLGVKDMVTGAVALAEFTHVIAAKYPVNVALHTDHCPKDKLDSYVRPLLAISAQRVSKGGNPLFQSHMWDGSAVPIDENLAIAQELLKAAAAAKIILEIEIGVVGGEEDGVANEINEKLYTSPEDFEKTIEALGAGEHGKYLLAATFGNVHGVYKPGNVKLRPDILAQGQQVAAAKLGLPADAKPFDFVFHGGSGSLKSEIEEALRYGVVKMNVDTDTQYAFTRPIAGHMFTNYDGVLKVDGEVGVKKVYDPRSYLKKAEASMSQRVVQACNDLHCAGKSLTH
BoNT-F LC inh – BoNT F light chain protease inhibition. Multiplex microsphere protease cleavage assay, flow cytometry. inhibition, % at 10 µM. 0.22% of 360,000 active. AID 588497; in the data active means inhibition above about 35%, passing the limit was not always enough; inconclusive means no clear call, values can overlap the other calls; further: plate controls were buffer without enzyme for full effect and enzyme alone for no effect
MazEF act – MazEF (E. coli) toxin RNase activation; P0AE70; FAM/BHQ RNA-DNA oligo cleavage fluorescence, 5 h; activation, % at 20 µM; 0.32% of 350,000 active; in the data active means activation above about 50%
Target sequence (P0AE70 whole entry, looked up): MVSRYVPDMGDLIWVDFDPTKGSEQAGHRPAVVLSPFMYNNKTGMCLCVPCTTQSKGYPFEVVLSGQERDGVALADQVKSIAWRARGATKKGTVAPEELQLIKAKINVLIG
Rv3671c inh – inhibitors of M. tuberculosis serine protease Rv3671c; P9WHR9; inhibition, % at 5.96 µM; 0.048% of 320,000 active; AID 2606; in the data active means inhibition above about 38%;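 further: extracellular domain of Rv3671c used as enzyme; 0% = enzyme with DMSO and 100% = no enzyme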
FadD28 FP inh – M. tuberculosis FadD28 bisubstrate binding inhibition; FadD28 bisubstrate probe binding, fluorescence polarization; inhibition, % at 12.5 µM; 0.22% of 360,000 active; in the data active means inhibition above about 8.5%, passing the limit was not always enough; inconclusive means no clear call, values can overlap the other calls
An asterisk follows results filed as active; ? = inconclusive; nt = not tested or not shown. Unless noted, no stated cut-off is given here; in the data, active means inhibition above about 30%; inactive means the rest. Hits appear at their usual frequency (roughly 4.9% active in at least one column).

SMILES | BioA inh | DUSP3 inh | CCHF vOTU inh | UGM FP inh | GDH-TPI inh | FBA Mtb inh | BoNT-F LC inh | MazEF act | Rv3671c inh | FadD28 FP inh
CN(C)CCN(Cc1ccc(Cl)cc1)c1ccccn1 | 7.4 | -7 | 17 | 2.8 | 9 | 0 | -16 | 8 | -5 | -0.3
O=C(N/N=C/c1cccnc1)c1ccco1 | 2.2 | 18 | 15 | 1.7 | 1 | 1 | 17 | 9 | -1 | -3.0
CCOC(=O)c1c(C)[nH]c(N=Nc2cccc(OC)c2)c1C | -0.1 | 29 | 29 | -0.5 | -3 | -3 | -2 | -4 | -9 | -3.2
NC(=O)c1nsc(C(=O)N(Cc2ccco2)C(C(=O)NCc2ccccc2)c2ccc(O)cc2)c1N (configuration not stated) | 1.8 | 26 | -3 | 0.6 | 8 | 5 | 2 | 7 | -8 | nt
CCOC(=O)C1CCN(S(=O)(=O)c2c(C)n(C)c(=O)n(C)c2=O)CC1 | 0.5 | 8 | -2 | -1.4 | 9 | 2 | -4 | 8 | -6 | -0.5
COc1cc(OC)cc(C(=O)N(Cc2ccco2)c2c(N)n(Cc3ccccc3)c(=O)[nH]c2=O)c1 | 0.4 | nt | 1 | nt | 6 | 1 | -6 | 6 | nt | -2.6
Cc1ccc(Cn2c(S(=O)(=O)O)nc3ccccc32)cc1 | nt | 8 | 19 | 1.8 | 9 | 0 | -4 | -2 | -11 | -0.2
COc1ccc(NC(=O)c2ccc3snnc3c2)cc1 | 1.3 | 26 | 10 | 1.4 | 12 | 3 | 2 | 9 | 3 | -2.9
CC(C)[C@H](NC(=O)c1ccccc1Cl)C(=O)OCC(=O)NCc1ccc2c(c1)OCO2 | 1.3 | nt | -8 | 0.2 | -4 | -1 | 1 | 7 | -3 | 0.3
CCc1ccc(NC(=O)CCC(=O)c2ccccc2)cc1 | -0.9 | 6 | -13 | -1.1 | -1 | 0 | -2 | 0 | -5 | -1.1
COc1ccc(C(C#N)=Cc2ccc(N(C)CCC#N)cc2)cc1 | -2.9 | nt | 15 | nt | 18 | -3 | -10 | -96 | nt | -0.5
Cc1ccc(OCC(=O)Nc2c3c(nn2C(C)(C)C)CS(=O)(=O)C3)cc1 | -1.3 | 14 | 8 | 0.6 | -14 | -4 | 5 | 5 | -1 | -4.0
COc1ccc(C2=NOC(C(=O)NCc3ccc(F)cc3)C2)cc1 (configuration not stated) | -0.5 | 10 | -10 | -3.6 | -2 | 0 | 2 | 5 | -2 | -5.0
O=C(c1ccccc1)C(O)(Cc1ccccc1)c1ccccc1 (configuration not stated) | 0.9 | nt | 7 | -1.9 | -9 | 2 | ? | -18 | -10 | -4.2
C#Cc1cccc(C(=O)NC2CCCN(C3Cc4ccccc4C3)C2)c1 (configuration not stated) | 17 | 17 | -6 | 2.3 | 5 | 0 | 3 | 0 | 1 | -0.3
COc1ccc(NC(=O)Nc2ccc(Br)c(C)c2)cc1 | -0.3 | 13 | -8 | 0.4 | 0 | -2 | -1 | 5 | -2 | -2.0
CCOCCCNC(=S)N1CCCN(c2nc3cc(C)ccc3cc2C#N)CC1 | nt | -4 | -4 | -1.4 | -3 | 1 | 1 | 3 | -3 | -1.4
COc1ccc(NS(=O)(=O)c2cc(C(=O)OC(C)C(=O)N3CCOCC3)ccc2Cl)cc1 (configuration not stated) | nt | nt | 3 | 2.4 | 3 | 0 | nt | -11 | 3 | 0.1
CC(c1ccccc1)N(C)C(=O)CSc1nnc(C2CC2)n1C1CC1 (configuration not stated) | 0.1 | nt | 5 | 0.5 | -2 | 0 | -1 | 3 | -11 | -2.6
COc1ccc(NC(=O)COC(=O)c2c(C)noc2C)cc1Cl | -1.4 | nt | -12 | nt | 3 | -1 | 6 | 10 | nt | -3.0
COc1cc(OC)cc(C(=O)Nc2ccc(CN3CCCCC3)cc2)c1 | 0.3 | 18 | -3 | 1.3 | -8 | 0 | -8 | 15 | -1 | -6.8
CCC(=O)c1ccccc1OCCCN1CCC(Cc2ccccc2)CC1 | 0.2 | -8 | 14 | 2.4 | 7 | 1 | ? | 8 | 4 | -3.3
O=C(O)c1c(Cl)c(Cl)c(Cl)c(Cl)c1C(=O)N1CCCC1 | -0.3 | 30 | 16 | -0.3 | -1 | 1 | 3 | 1 | -5 | -3.2
CCN1C(=O)[C@H]2[C@H]3CN=C(SCC(=O)c4ccccc4)N3[C@@](C)(C(=O)OC)[C@H]2C1=O | -1.1 | nt | 1 | nt | 21 | 3 | -2 | 8 | nt | -0.6
Cc1ccc(S(=O)(=O)N2CCOCC2)cc1NC(=O)COC(=O)Cc1ccccc1 | -0.9 | nt | 1 | -2.3 | -2 | -4 | 3 | 4 | 3 | -4.1
COc1ccccc1CNC(=O)C1CCC(=O)N(CCCN2CCCC2=O)C1 (configuration not stated) | 0.2 | 2 | -3 | -2.2 | 3 | -1 | -3 | 11 | -1 | -1.9
COc1ccc(S(=O)(=O)NCc2ccco2)cc1C(=O)N1CCCCC1 | -0.9 | 14 | 7 | 0.0 | -5 | -2 | 4 | 7 | 3 | -5.2
CC(=O)c1cccc(NS(=O)(=O)c2ccc(C(=O)Nc3ccccc3)cc2)c1 | 4.7 | -6 | -10 | 0.6 | 5 | 0 | 3 | 5 | -24 | -2.1
N#CC(c1ccc(Cl)cc1)c1cccc(Cl)n1 (configuration not stated) | nt | 17 | 0 | -0.5 | -1 | 5 | 0 | 4 | -8 | -1.8
CC(=O)NC12CC3CC(C1)CC(C(=O)OCC(=O)Nc1ncc(Cl)cc1Cl)(C3)C2 | 3.9 | nt | 24 | -2.5 | 6 | 2 | 12 | -1 | -6 | 0.1
Cc1nn(CC(=O)Nc2ccc(N(C)C)cc2)c(C)c1[N+](=O)[O-] | nt | 0 | 14 | -2.3 | 5 | 1 | -17 | -1 | -6 | -1.1
Cc1cc(C)c2cc(CN(Cc3cccnc3)C(=O)c3ccc(F)cc3)c(Cl)nc2c1 | -0.8 | 22 | 0 | -3.3 | 15 | 10 | -4 | -4 | -1 | -2.1
COc1cc(C(=O)N2CCC(NC(=O)C(Cc3ccc(C(C)C)cc3)NC(C)=O)CC2)cc(OC)c1OC (configuration not stated) | 0.1 | 0 | -4 | 0.9 | 3 | -3 | -24 | 5 | -5 | -1.4
Cc1ccc(S(=O)(=O)CC(=O)c2ccc(C)c([N+](=O)[O-])c2)cc1 | 1.0 | -13 | -1 | -0.7 | 8 | -2 | 1 | -2 | -4 | 1.4
COc1ccc(C2Nc3ccccc3C(=O)N2NS(=O)(=O)c2ccccc2)c(OC)c1 (configuration not stated) | -0.4 | 26 | -18 | 0.1 | 8 | 14 | 4 | 1 | 6 | -0.3
Cc1ccc2c(c1)nnn2C1CCN(S(=O)(=O)c2ccc(C(=O)N(C)C3CCCCC3)cc2)CC1 | -0.5 | 25 | -2 | -0.2 | 5 | -2 | -7 | 1 | 6 | -1.3
COc1ccc(-c2c(C(C)=O)c(C)nc3sc4c(c23)NC(c2ccccc2)NC4=O)cc1 (configuration not stated) | 4.8 | 23 | 1 | 0.1 | -1 | 1 | 1 | 0 | 2 | -1.5
Cc1ccc(C(=O)NCC(=O)OCc2c(F)cccc2Cl)cc1 | nt | nt | 7 | 3.6 | 3 | -2 | 2 | -7 | 9 | 0.4
COc1ccc(NC(=O)CN2CCCC2c2cccs2)cc1S(=O)(=O)N1CCCCC1 (configuration not stated) | 1.1 | nt | 20 | -2.8 | -18 | -2 | -2 | -3 | -5 | -4.1
CCN(Cc1ccncc1)C(=O)CC1C(=O)NCCN1Cc1ccc(F)c(F)c1 (configuration not stated) | nt | -18 | 2 | 1.7 | 2 | -2 | -2 | -3 | 3 | -0.9
CCOc1ccc(CN(C)C(=O)CNC(=O)C2CCCCC2)cc1OC | nt | 16 | 2 | 0.3 | -4 | -2 | -14 | 7 | 11 | 0.6
CC(C)OP(=O)(Oc1ccc(C(O)C(Cl)(Cl)Cl)cc1)OC(C)C (configuration not stated) | 0.0 | -10 | 13 | -1.0 | 0 | 0 | ? | -14 | 4 | -2.9
COc1cc(S(=O)(=O)Nc2ccc(C)cc2)ccc1N=Cc1c(C)[nH]n(-c2ccccc2)c1=O | nt | 10 | 14 | -0.9 | 17 | -4 | -11 | -1 | -63 | -3.3
CCCCCCC(=O)Nc1nc(C)c(-c2csc(Nc3ccccc3OC)n2)s1 | 0.0 | 17 | 11 | 0.9 | 1 | 2 | 1 | -2 | 19 | -6.6
O=C(O)C(c1ccccc1)N1C(=O)/C(=C/c2cccs2)SC1=S (configuration not stated) | nt | 13 | -10 | 0.1 | -5 | 2 | 1 | -4 | 1 | -2.5
COc1ccc(Br)c(C(=O)NCC2CCCCC2)c1 | -1.4 | 15 | 6 | -2.3 | -10 | -1 | 8 | 3 | -1 | -2.4
O=C(NC(=S)Nc1ccc(O)cc1)C1CCCC1 | 0.6 | nt | 3 | 1.6 | -3 | -3 | 0 | 13 | 4 | -1.6
O=C(NC1CCSc2ccccc21)c1ccc([N+](=O)[O-])cc1 (configuration not stated) | -3.2 | 5 | 2 | -1.7 | 7 | 11 | 6 | -1 | 1 | -0.7
COc1ccccc1NC(=O)Nc1cccc(NC(C)=O)c1 | 3.7 | -4 | 1 | 1.1 | 6 | -2 | -2 | 0 | 6 | -4.6
COCC(C)NCc1cccc2ccccc12 (configuration not stated) | nt | 2 | -15 | -1.9 | 2 | 3 | -2 | -18 | 8 | -1.9
N#Cc1ccccc1NC(=O)COc1c(Br)cc(Br)c2cccnc12 | -2.2 | 14 | -2 | 0.0 | -1 | 3 | 2 | -10 | 3 | 0.2
